ssDAF-12 act: S. stercoralis DAF-12 nuclear receptor activators, primary screen, cell-based, luminescence, HEK293, GRIP1 co-expression, lit1-tk-luc; AID 652126, 2013; activation, % at 6.8 µM; Nuclear hormone receptor DAF-12 (Strongyloides stercoralis); HEK293 ssDAF-12/GRIP1 lit1-tk-luc reporter; % of 3 µM dafachronic acid response; 1% of 370,000 active;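 active means activation above the mean over all tested compounds plus 3 SD, cut at about 0.9% in these data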;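 further: 0% = DMSO-only wells and 100% = 3 µM delta7-dafachronic acid wells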
GC-A act: GC-A stimulated cGMP production enhancers – HEK293 GC-A cells, cGMP TR-FRET, EC30 ANP, primary screen; Atrial natriuretic peptide receptor 1 (Homo sapiens), P16066; 0% at EC30 ANP, 100% saturating ANP; activation, % at 10 µM; 0.14% of 370,000 active; in the data active means activation above about 40%
hcDAF-12 act: H. contortus DAF-12 nuclear receptor activators, primary screen, cell-based, luminescence, HEK293, lit1-tk-luc reporter; activation, % at 6.8 µM; 1.4% of 370,000 active; HEK293 hcDAF-12 lit1-tk-luc reporter; 0% DMSO, 100% Δ7-dafachronic acid;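 active means activation above the mean of all tested compounds plus 3 SD, cut at about 5.5% in these data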;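 further: 100% = response to 3 µM Δ7-dafachronic acid high control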
KLK7 zymogen act: proKLK7 zymogen activators, primary screen, biochemical, fluorescence intensity; purified proKLK7, EDANS-DABCYL substrate fluorescence; 100% is mature enzyme control, 0% vehicle; 0.9% of 370,000 active; activation, % at 7 µM; Kallikrein-7 (Homo sapiens), P49862; AID 652039, 2013;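 active means activation above the mean of all tested compounds plus 3 SD, computed per campaign excluding outliers beyond control limits, cut at about 13% in these data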
Target sequence (P49862 whole entry, looked up): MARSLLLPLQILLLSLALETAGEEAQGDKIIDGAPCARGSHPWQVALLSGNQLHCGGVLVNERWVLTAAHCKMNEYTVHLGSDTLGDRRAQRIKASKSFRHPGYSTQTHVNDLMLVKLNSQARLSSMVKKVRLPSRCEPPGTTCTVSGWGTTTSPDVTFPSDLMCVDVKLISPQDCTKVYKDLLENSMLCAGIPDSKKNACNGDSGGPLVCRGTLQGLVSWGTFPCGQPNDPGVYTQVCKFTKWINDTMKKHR
SMARCA2 act: SMARCA2 (BRM) function activators, primary screen, cell-based, luminescence, high throughput; MG213 cells, MMTV-luciferase reporter, dexamethasone, overnight; 1% of 370,000 active; activation, % at 9.1 µM; in the data active means activation above about 7.8%;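 further: 0% = vehicle wells and 100% = reference activator wells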
sPLA2-III inh: human group III sPLA2 inhibitors, primary screen, biochemical, QFRET, BODIPY PC-A2 liposome substrate; QFRET BODIPY PC-A2 liposome hydrolysis, fluorescence; 0.56% of 370,000 active; inhibition, % at 12.2 µM; Group 3 secretory phospholipase A2 (Homo sapiens), Q9NZ20; AID 743126, 2013;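 active means inhibition above mean plus 3 SD of compounds lying within the high and low control bounds, cut at about 19% in these data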;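 further: 0% = median of test compound wells and 100% = no enzyme DMSO wells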
Target sequence (Q9NZ20 whole entry, looked up): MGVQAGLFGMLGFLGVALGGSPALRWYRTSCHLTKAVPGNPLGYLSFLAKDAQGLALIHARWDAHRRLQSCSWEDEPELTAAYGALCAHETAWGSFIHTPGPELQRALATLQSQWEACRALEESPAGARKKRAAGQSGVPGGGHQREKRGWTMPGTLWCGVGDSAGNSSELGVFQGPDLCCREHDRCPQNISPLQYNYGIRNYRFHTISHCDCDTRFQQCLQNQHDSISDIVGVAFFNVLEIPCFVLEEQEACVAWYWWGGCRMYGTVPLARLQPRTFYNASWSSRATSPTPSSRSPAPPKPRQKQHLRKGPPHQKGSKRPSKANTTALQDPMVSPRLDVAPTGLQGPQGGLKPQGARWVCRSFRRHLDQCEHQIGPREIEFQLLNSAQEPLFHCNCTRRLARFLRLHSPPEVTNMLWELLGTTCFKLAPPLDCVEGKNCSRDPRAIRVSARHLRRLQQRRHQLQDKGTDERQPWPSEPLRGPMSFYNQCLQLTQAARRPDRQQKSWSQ
DAX1 inh-1: DAX1 (NR0B1) inhibitors on StAR promoter, primary screen, cell-based, luminescence, SF-1 (NR5A1), full-length DAX-1; 1.1% of 370,000 active; inhibition, % at 6.8 µM; AID 652010, 2013; HEK293T StAR-luciferase reporter, SF-1/DAX-1 repression relief;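 active means inhibition above the mean over all tested compounds plus 3 SD, cut at about 3.6% in these data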;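 further: 0% = DAX-1 cells with DMSO and 100% = cells lacking DAX-1 with DMSO; higher inhibition means more luminescence from relief of DAX-1 repression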
hgDAF-12 ag: H. glycines DAF-12 receptor agonists, primary screen, cell-based, luminescence, HEK293, GAL4 fusion, UAS-luciferase | 1.8% of 370,000 active | activation, % at 6.8 µM | Nuclear hormone receptor DAF-12 (Heterodera glycines), GAL4 fusion | HEK293 GAL4-hgDAF12 UAS-luciferase reporter, agonist luminescence; normalized to butyrate control;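 active means activation above a cutoff set at the mean of all screened compounds plus 3 SD, cut at about 10% in these data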;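 further: 0% = DMSO wells and 100% = sodium butyrate wells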
GAA850 FXN act: FXN promoter activators, primary screen, cell-based, luciferase luminescence, HEK293 lucGAA850; HEK293 lucGAA850 FXN promoter luciferase reporter, 24 h; percent of 10 µM SAHA response; activation, % at 6 µM; 0.56% of 360,000 active; AID 540364, 2011;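 active means activation above the average of all compounds screened plus 3 SD, cutoff fixed separately per campaign, cut at about 7.5% in these data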;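 further: 0% = DMSO wells and 100% = 10 µM SAHA wells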
GC-B act: human GC-B receptor activators, primary screen, HEK293 GC-B cells, cGMP TR-FRET, EC30 CNP. Atrial natriuretic peptide receptor 2 (Homo sapiens), P20594. 0% at EC30 CNP, 100% saturating CNP. activation, % at 10 µM. 0.11% of 370,000 active;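 active means activation at 10 µM reaching about 35% in either raw or pattern-adjusted values, limit read from the data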
DAX1 inh-2: DAX1 (NR0B1) inhibitors, primary screen, cell-based, HEK293, Gal4-DAX1, luciferase luminescence; inhibition, % at 6.75 µM; HEK293 Gal4-DAX1 luciferase reporter; 0.99% of 340,000 active; AID 504766, 2011; Nuclear receptor subfamily 0 group B member 1 (Homo sapiens), P51843;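 active means inhibition above the mean over all tested compounds plus 3 SD, cut at about 4.2% in these data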;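 further: 0% = DAX1-transfected cells with DMSO and 100% = empty-vector control cells with DMSO; inhibition shows as a rise in luminescence from relieved DAX1 repression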
Target sequence (P51843 207-470 limits assumed): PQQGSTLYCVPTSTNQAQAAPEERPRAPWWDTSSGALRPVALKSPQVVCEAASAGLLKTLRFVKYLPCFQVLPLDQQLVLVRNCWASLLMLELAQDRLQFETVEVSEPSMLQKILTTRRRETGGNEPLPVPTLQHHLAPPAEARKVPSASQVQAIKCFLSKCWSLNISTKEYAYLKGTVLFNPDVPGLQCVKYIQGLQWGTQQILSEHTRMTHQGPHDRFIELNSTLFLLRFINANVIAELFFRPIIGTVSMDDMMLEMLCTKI
An asterisk follows results filed as active; . = no result given. Random draw from the library. Share with any hit: about 6.7%.

SMILES	ssDAF-12 act	GC-A act	hcDAF-12 act	KLK7 zymogen act	SMARCA2 act	sPLA2-III inh	DAX1 inh-1	hgDAF-12 ag	GAA850 FXN act	GC-B act	DAX1 inh-2
CCc1ccc(S(=O)(=O)Nc2nccs2)cc1	-0.9	2	-1.5	-0.3	-2	-9	-0.3	0.1	0.7	-4	-0.6
Cc1ccc(S(=O)(=O)NCC(=O)N2CCN(c3ccccn3)CC2)cc1	-1.2	-5	-2.0	-0.1	3	1	-0.9	0.0	-2.1	7	-0.1
C=CCC[C@H](CCCCC)OC(=O)/C=C/[C@@H](O)[C@H](O)C[C@@H](O)CC=C	-1.1	2	-0.1	0.4	-2	-22	-1.8	-0.3	.	2	.
N#Cc1c(-c2ccccc2)cc(-c2ccccc2)[nH]c1=O	-0.9	-3	-1.0	-3.5	-2	-5	0.0	-2.5	0.7	4	-0.1
O=C(NCC1CCCO1)c1cn(Cc2ccccc2)nc1-c1ccccc1 (stereo unspecified)	-0.8	1	0.3	0.2	-2	9	0.9	0.7	0.8	0	0.5
COC(=O)c1ccc2nc(-c3cccc(Cl)c3)c(CC3CCCCC3)n2c1	0.7	20	1.1	-0.4	4	-4	2.7	7.9	.	31	.
O=C(NCc1ccco1)/C(=C\c1cccs1)NC(=O)c1ccsc1	-0.9	0	4.2	-0.2	2	1	-0.1	0.2	0.3	3	0.0
Cc1cccc(C(=O)O/N=C2\CCCc3ccccc32)c1	-0.6	4	0.0	-0.4	3	-10	-0.1	0.5	1.3	-1	0.4
COc1cc2nc(C3CCC3)n(NC(=O)C3CCCC(OC)C3)c(=O)c2cc1OC (stereo unspecified)	-1.6	0	1.4	0.0	-3	1	0.7	1.0	1.7	-2	-0.2
COC(=O)CCSCC(=O)Nc1ccc(S(=O)(=O)N2CCOCC2)cc1OC	-0.3	0	0.2	-0.6	0	-3	0.0	-1.3	-0.7	1	2.2
Cc1cc(Cl)ccc1OCCCC(=O)N1CCN(C)CC1	-0.9	3	-0.8	-0.9	2	-1	-0.5	1.1	3.4	5	0.1
CCCCN1C(=O)C(CC(=O)NCCc2ccccn2)CC(C(=O)N2CCOCC2)=C1C (stereo unspecified)	-0.5	1	-1.6	0.1	-1	-4	-0.2	0.4	-0.8	0	0.0
Cc1nc(S/C(=C/c2ccc(-c3ccc(C(=O)O)cc3)o2)C(=O)O)n[nH]1	-1.7	-7	0.3	2.4	-2	-10	0.4	-0.9	0.5	-2	2.2
COc1ccc(C)cc1S(=O)(=O)N1CCCC(C(=O)NCC2CCCO2)C1 (stereo unspecified)	-2.2	2	-1.0	0.2	-1	6	1.1	2.2	1.5	1	1.1
CC(C)OC(=O)C1CC(C)(O)C(=O)C(C(=O)OC(C)C)C1c1ccc([N+](=O)[O-])cc1 (stereo unspecified)	-0.4	-5	-2.4	-0.3	1	-3	-0.7	-0.4	1.1	-1	2.5
CC(C)N1CCN(c2ccncc2S(=O)(=O)N2CCOCC2)CC1	-0.4	1	0.7	0.4	1	10	-0.4	-2.1	-0.7	-4	-0.1
Cc1c(C(=O)N2CCN(c3ncccn3)CC2)sc2nc3n(c(=O)c12)CCCC3	-1.4	4	-1.3	0.1	0	0	0.2	-0.7	0.2	2	-0.1
O=C(NCCCN1CCOCC1)C(=O)NCC1OCCN1S(=O)(=O)c1ccc(F)cc1 (stereo unspecified)	-0.6	2	-1.0	-0.5	1	2	-0.2	-0.7	-0.1	-4	0.5
COCCn1c(C)cc(C(=O)CSc2nc(C)nc3sc4c(c23)CCC4)c1C	-1.4	-11	-2.0	-0.2	-5	-1	-0.5	-2.5	0.3	5	0.6
COc1ccc(NC(=O)CCSc2cc(C)c3ccccc3n2)cc1	-1.4	-8	-0.9	0.6	2	-12	0.1	-0.7	3.6	-1	-0.7
Cc1c(C)n(C)c2ccc(C(=O)NCCCN3CCN(c4ccccc4F)CC3)cc12	-1.3	-25	-2.3	-0.3	-1	-24	-0.1	1.1	-1.2	2	-0.1
CCOC(=O)N(C)C[C@@H]1OCc2ccccc2-c2c(n(C)c3ccccc23)C(=O)N([C@H](C)CO)C[C@H]1C	-0.6	-2	-0.5	0.6	1	-3	-0.4	3.0	-1.6	1	-0.1
COc1ccc(CNC(=S)Nc2ccc3nc(N4CCN(C)CC4)cc(C)c3c2)cc1	-0.6	1	-0.7	2.4	-4	-9	-0.8	-3.2	-0.3	7	1.0
O=C(NNC(=O)c1ccc[nH]1)Nc1cccc(C(F)(F)F)c1	-0.3	0	-0.1	-0.6	1	0	0.8	1.8	2.7	0	4.1
O=C(NCc1nc2ccccc2[nH]1)C1=C[C@@H](c2ccccc2)C[C@@H](OCCCCO)O1	-0.8	0	0.8	0.2	1	-13	-0.4	0.6	1.2	-1	0.7

A second format for some results above:
compound,ssDAF-12 act,GC-A act,hcDAF-12 act,KLK7 zymogen act,SMARCA2 act,sPLA2-III inh,DAX1 inh-1,hgDAF-12 ag,GAA850 FXN act,GC-B act,DAX1 inh-2
Cc1c(C(=O)N2CCN(c3ncccn3)CC2)sc2nc3n(c(=O)c12)CCCC3,-1.4,4,-1.3,0.1,0,0,0.2,-0.7,0.2,2,-0.1
O=C(NCCCN1CCOCC1)C(=O)NCC1OCCN1S(=O)(=O)c1ccc(F)cc1 (stereo unspecified),-0.6,2,-1.0,-0.5,1,2,-0.2,-0.7,-0.1,-4,0.5

(next part)
SMILES	ssDAF-12 act	GC-A act	hcDAF-12 act	KLK7 zymogen act	SMARCA2 act	sPLA2-III inh	DAX1 inh-1	hgDAF-12 ag	GAA850 FXN act	GC-B act	DAX1 inh-2
Cc1ccccc1NC(=O)c1ccc(-n2cncn2)nc1	-0.9	7	-1.8	0.6	1	2	-0.4	-2.4	-3.0	2	-0.9
COc1cc(Cc2nc3ccccc3n2C(C)c2nc3ccccc3[nH]2)cc(OC)c1 (stereo unspecified)	-0.4	-15	1.7	1.0	0	-3	1.0	3.0	.	-12	.
O=C1/C(=C\c2ccsc2)N2CCC1CC2	-1.1	0	0.0	0.0	-3	11	0.3	-1.3	0.4	-3	0.4
c1ccc(Cn2c(Sc3nnnn3-c3ccccc3)nnc2-c2ccccc2)cc1	-1.8	-8	2.5	0.9	0	0	1.4	-1.5	-1.0	-2	0.6
O=C(CCc1nnc(-c2ccccc2)o1)c1ccc(Cl)cc1	-1.1	0	-1.2	-0.4	-6	8	-0.1	-0.4	-0.5	0	-0.6
CC(=O)Nc1ccccc1OCC(=O)NCCc1ccc(Cl)cc1Cl	-0.3	-5	0.2	-0.8	-3	-3	-1.1	-4.5	0.7	-5	-0.1
O=S(=O)(NCC(c1cccnc1)N1CCN(c2ccc(F)cc2)CC1)c1ccc(F)cc1 (stereo unspecified)	-1.3	0	0.2	0.2	-6	-12	-0.8	-0.8	-0.1	4	-0.9
O=C(Cn1nc(Cl)nc1Cl)Nc1ccccc1	-1.0	5	-0.5	0.7	0	-1	-0.5	-2.5	0.2	4	-0.4
CN1C(=O)/C(=C\c2cccc(OCc3ccccc3)c2)SC1=S	-1.0	-2	0.4	0.5	5	0	-0.5	0.7	0.3	2	1.5
Cc1cc(C)cc(C(=O)NC(CC(N)=O)c2ccc(NCCN3CCCC3)c([N+](=O)[O-])c2)c1 (stereo unspecified)	-1.1	2	-1.5	-0.5	-1	-2	-0.5	0.0	-0.6	1	0.9
O=C(CCS(=O)(=O)c1ccc(Cl)cc1)NCCC1=CCCCC1	0.0	-3	-0.5	-0.8	-1	-1	0.6	-0.7	1.6	-2	0.3
CS(=O)(=O)N1Cc2ccccc2CC1C(=O)OCC(=O)NCc1ccccc1 (stereo unspecified)	-0.6	-1	-0.4	-0.2	-3	9	-0.8	0.4	0.9	0	1.8
Cc1ccc2nc(SCn3nnc4ccccc4c3=O)[nH]c2c1	1.8*	0	9.8*	-0.7	8.4*	2	4.1*	24*	7.1	-3	4.1
CCCCNC(C(=O)Nc1cccc(S(=O)(=O)N2CCOCC2)c1)c1ccccc1 (stereo unspecified)	-0.2	0	-2.3	-0.8	-2	-6	-0.1	-2.1	1.1	0	0.4
O=C(Cn1nnc(-c2cccs2)n1)NCc1ccco1	-0.9	-1	0.5	-0.2	4	-2	-0.1	-1.6	1.1	3	0.2
C=CCC(C#Cc1ccc(C)cc1)N(CC)CC (stereo unspecified)	-1.0	-4	0.9	-0.4	1	0	0.6	-0.1	3.4	3	0.9
COc1ccc(NC(=O)Cn2c(NCC(C)O)nc3ccccc32)cc1Cl (stereo unspecified)	-0.4	3	-1.2	0.1	0	0	1.2	-0.1	-1.1	2	0.0
CC(CNC(=O)Cn1ccc(N)nc1=O)c1ccccc1 (stereo unspecified)	-1.1	-1	-0.4	0.1	1	0	0.6	0.9	-0.5	-3	0.9
Cc1ccc(C(=O)Nc2ccc3c(c2)OCO3)cc1NC(=O)c1ccco1	0.7	-3	-0.8	-0.2	2	-1	0.8	5.5	1.1	4	1.7
CCN(CC1CCCO1)C(=O)c1cc(COc2ccc(OC)cc2Cl)on1 (stereo unspecified)	-0.6	0	-1.2	-0.8	0	0	-0.3	1.3	1.4	2	0.5
CC1=CC(C)(C)Nc2ccc(OC(=O)C(C)N3C(=O)c4ccccc4C3=O)cc21 (stereo unspecified)	-2.2	4	-4.1	2.3	-6	-13	-2.2	-10	4.7	6	-3.0
S=C(Nc1cccc(Cl)c1)OC1CCC12CCC(c1ccccc1)CC2 (stereo unspecified)	-1.6	4	2.6	0.3	-2	-1	-0.9	-1.9	.	-1	.
COc1ccc(N2CCN(C3CC(=O)NC3=O)CC2)cc1 (stereo unspecified)	-1.1	-1	0.0	-0.4	-2	-1	-0.7	0.5	0.8	-5	-0.2
CN(CC(=O)Nc1ccc(F)c(F)c1F)C(=O)c1ccc(-n2cncn2)cc1	-0.8	3	0.3	-0.3	-1	-2	0.7	-0.1	2.4	-2	0.7
Cc1ccc(C)c(S(=O)(=O)N2CCCC2CNC(=O)C(=O)NC2CCCC2)c1 (stereo unspecified)	-0.5	2	-0.2	-0.1	-1	15	0.7	-1.2	-0.4	1	0.3
O=c1c(Cl)c(NCCCO)cnn1-c1nc2ccccc2[nH]1	0.5	6	2.3	4.7	22*	7	0.5	3.0	29*	-3	0.6

Screening data: PubChem BioAssay, several laboratories
